PhoP inhibition: PhoP-dependent GFP reporter repression – Salmonella Typhimurium, primary screen (AID 1863); S. Typhimurium PhoP-regulated promoter GFP reporter, 4 h; higher % means a stronger effect; one-dose inhibition, % at 50 µM; IC50 in µM for titrated hits; 300,000 compounds, 0.16% hits;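 active = inhibition over 29.93%, a cutoff 3 SD above the screen mean, later confirmed by dose response; inconclusive = inhibition over 29.93% but no dose response follow-up; inactive = inhibition at most 29.93% or unconfirmed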;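 also: 0% = low Mg2+ inducing control and 100% = high Mg2+ repressing control; strong numbers were not always called active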
XIAP antagonists: XIAP antagonists, biochemical, IAP family, fluorescence polarization (AID 1018); displacement, % at 20 µM, or IC50 in µM where a hit was titrated; XIAP BIR domain, fluorescence polarization peptide displacement; higher % means a stronger effect; 200,000 compounds, 0.007% hits; in the data active = displacement above about 50%; also: a part of the inactive calls stands beside numbers as strong as those of hits
PMI inhibitors: MPI enzyme activity inhibition – biochemical, fluorescence intensity, coupled assay, primary screen (AID 1209) | purified PMI enzyme, coupled fluorescence intensity; higher % means a stronger effect | inhibition, % at 20 µM; hits with a dose series show IC50 in µM | 190,000 compounds, 0.42% hits;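 also: plate controls were DMSO vehicle for no effect and wells lacking substrate for full effect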
WT yeast gro inh: growth inhibition of WT yeast, mitochondrial fusion screen | mitochondrial fusion phenotypic screen, WT strain | inhibition, % at 10 µM | 190,000 compounds, 2.1% hits; in the data active = inhibition above about 58%; tested in S. cerevisiae
Siah-1 displacement: blockers of Siah-1 interaction with plectin peptide – biochemical, fluorescence polarization, rhodamine-plectin, uHTS, primary screen (AID 1817) | Siah-1 / rhodamine-plectin peptide fluorescence polarization; higher % means a stronger effect | one-dose displacement, % at 20 µM; IC50 in µM for titrated hits | 290,000 compounds, 0.02% hits;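 active = displacement of at least 50% at 20 µM, with a fluorescence ratio check between 0.3 and a set limit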;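 also: plate controls were Siah plus tracer with DMSO for no effect and tracer alone without Siah for full effect; strong numbers were not always called active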
human PMI inhibitors: human PMI inhibitors, high substrate, primary screen, biochemical, fluorescence intensity, high mannose 6-phosphate (AID 1220) | 190,000 compounds, 0.66% hits | recombinant PMI enzyme, coupled fluorescence intensity; higher % means a stronger effect | inhibition, % at 20 µM, or IC50 in µM where a hit was titrated
Myeloid diff MLP: myeloid differentiation induction; calls only at 10 µM; ER-HoxA9 myeloid progenitors, lysozyme-GFP differentiation, flow cytometry; 360,000 compounds, 1% hits; AID 624256;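 active = normalized GFP-positive differentiation at or above the plate's own cutoff, the solvent-only control mean plus 3 SD; inconclusive = no clear call, values can overlap the other calls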;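 also: cells exposed to compound for four days before flow analysis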
RSV CPE inhibition: RSV antiviral activity via CPE protection, HEp-2 cells, primary 10 µM value included (AID 2391); 310,000 compounds, 0.13% hits; CPE inhibition, % at 10 µM; hits with a dose series show IC50 in µM; HEp-2 cells, RSV-induced CPE inhibition; higher % means a stronger effect; in the data active = a potency from the dose series; inconclusive = CPE inhibition mostly from about 23% at the one dose, without a potency; inactive = the rest, 99 in 100 with CPE inhibition below about 21%; also: strong numbers were not always called active
TNAP activation fold: stimulation of alkaline phosphatase TNAP activity – biochemical, luminescent, no phosphate acceptor, uHTS, primary screen (AID 1001). purified TNAP, luminescent activation assay, no phosphate acceptor; higher activation fold means a stronger effect. activation fold at 20 µM, or EC50 in µM where a hit was titrated. 200,000 compounds, 0.03% hits; in the data active = activation fold from about 3, or a potency from the dose series; inactive = the rest, 99 in 100 with activation fold below about 1.6; also: many of its hits are not listed in these tables
WT yeast gro inh mutant strain: also measured in WT yeast gro inh; calls as there; inhibition, %; mitochondrial fusion phenotypic screen, mutant strain inhibition
Myeloid diff MLP GFP+ MAC1+ %: recorded beside Myeloid diff MLP, whose call it bears; GFP+ MAC1+ double positive, %; measured here: differentiation confirmed by MAC1 staining
The depositor's hits bear a star; i = inactive; ? = inconclusive; nt = no result given. Rule as the data show it, unless noted: active = inhibition above about 50%; inactive = the rest.

Every second line gives: PhoP inhibition	XIAP antagonists	PMI inhibitors	WT yeast gro inh	WT yeast gro inh mutant strain	Siah-1 displacement	human PMI inhibitors	Myeloid diff MLP	Myeloid diff MLP GFP+ MAC1+ %	RSV CPE inhibition	TNAP activation fold
N#C/C(=C(/O)CSc1ccccc1C(=O)O)c1nc2ccccc2s1
→ 3%	-4.3%	3%	7	-7	1%	-9%	i	1.9	1.8%	1.1
O=C(Cn1c(=O)c2c(ncn2C2CCCC2)n(Cc2ccccc2)c1=O)N1CCc2ccccc21
→ 10%	-4.9%	3%	12	-3	-1%	-1%	i	0.8	11%	1
COc1cc(OC)c(-c2cc(C(=O)O)ccc2OC)c(OC)c1
→ -3%	-0.5%	1%	-17	-10	5%	0%	i	0.8	0.4%	1.1
COc1cccc(NC(=S)N2CCN(Cc3ccccc3)CC2)c1
→ -2%	-4.6%	12%	-6	0	2%	-2%	i	0.7	4.2%	1.1
COc1cc2c(cc1OC)-c1cc(Nc3ccc4c(c3)OCCO4)nc(=O)n1CC2
→ -11%	1.1%	21%	7	11	-7%	18%	i	0.6	12%	1
CCc1ccccc1NC(=O)NC1CCCCCCC1
→ -7%	nt	nt	nt	nt	3%	nt	i	1.2	4.0%	nt
Cc1cccc(NC(=S)NCc2ccccc2)c1C
→ -2%	nt	nt	nt	nt	7%	nt	i	0.5	2.3%	nt
CCC(Sc1nc2ccccc2c2nc3ccccc3n12)C(=O)NCc1ccco1 (stereo unspecified)
→ -8%	-9.4%	9%	16	29	2%	14%	nt	nt	-0.2%	2.1
CCn1nnc(NC(=O)CSc2ccc(Cl)cc2)n1
→ 3%	-3.3%	0%	20	14	2%	1%	i	0.6	1.8%	1.2
O=c1cc(-c2ccncc2)oc2c1ccc1ccccc12
→ -7%	nt	nt	nt	nt	0%	nt	i	0.7	17%	nt
CCOC(=O)Cn1cc(/C=N/NC(=O)c2cc3ccccc3o2)c2ccccc21
→ -1%	nt	nt	nt	nt	-4%	nt	i	0.7	3.6%	nt
CCCCNC(=O)CC1N=C2c3ccccc3N=C(SCC(=O)Nc3ccccc3C)N2C1=O (stereo unspecified)
→ 12%	-4.0%	-1%	-19	-17	1%	-5%	i	0.7	0.0%	1.2
CCOc1ccc(NC(=O)CCCN2C(=S)NC(C)(C)CC2C)cc1 (stereo unspecified)
→ -13%	-9.1%	4%	-15	12	0%	-3%	i	0.7	1.1%	1.1
NC(=O)c1cc(S(=O)(=O)Nc2ccc(OC(F)(F)F)cc2)cs1
→ 2%	nt	nt	nt	nt	5%	nt	i	0.7	12%	nt
CCNc1ccc(C(=O)OCC)cc1NC(=O)c1cccc(S(=O)(=O)N2CCOCC2)c1
→ -7%	-3.5%	10%	-14	-6	-2%	9%	i	0.9	-0.1%	1.1
O=C(CSc1nnc(Cc2csc(Nc3cccc(Cl)c3)n2)o1)N1CCc2ccccc21
→ 3%	-0.6%	8%	39	8	-5%	14%	nt	nt	4.7%	1.1
CCC(=O)N1CC2(CC(c3cccc([N+](=O)[O-])c3)=NO2)C[C@H]1C(=O)NCC(N)=O (stereo partly specified)
→ 1%	-0.9%	-8%	9	1	2%	-2%	i	1.7	-1.3%	1.1
CCOC(=O)c1c(CN2CCOCC2)n(-c2ccccc2)c2cc(Br)c(O)c(CN(C)C)c12
→ -4%	0.4%	5%	-4	-2	2%	8%	i	1.1	0.6%	1.1
Cc1ccc(-c2csc(NC(=O)CSc3nc(C)cs3)n2)cc1
→ 0%	-4.8%	-5%	28	20	0%	-2%	i	1.1	-0.5%	1.1
O=C(NCC1CCCN(C(=O)Cc2ccccc2Cl)C1)c1ccc(F)cc1 (stereo unspecified)
→ 7%	nt	nt	nt	nt	-6%	nt	i	0.0	-0.3%	nt
CC1(C)Cc2ccccc2-c2nc(NN)[nH]c(=O)c21
→ -3%	nt	nt	nt	nt	-2%	nt	i	0.7	0.8%	nt
C=CCNC(=O)COc1ccc(S(=O)(=O)NC2CCCCC2)cc1
→ -4%	-6.6%	10%	5	1	-2%	9%	i	4.1	0.3%	1.1
CCCn1c(=O)[nH]c(=O)c2c1nc(-c1ccccc1OC(F)F)n2CCOC
→ 2%	-2.7%	4%	33	-28	-4%	-2%	i	0.2	-1.0%	1.1
Cc1ccc(-c2noc(CN3C(C)CCCC3C)n2)cc1 (stereo unspecified)
→ 3%	-2.1%	4%	16	2	-2%	1%	i	1.9	3.4%	1
O=C(NCc1ccc(F)cc1)C1CCN(C(=O)Nc2ccc(F)cc2)CC1
→ -4%	nt	nt	nt	nt	-2%	nt	i	2.0	0.0%	nt
C=CCn1c(SCC(=O)NCC)nc2sc3c(c2c1=O)CCC3
→ -2%	nt	nt	nt	nt	3%	nt	i	0.4	-0.1%	nt
C/C(=N\NC(=S)NCCc1ccccc1)c1ccc(O)cc1O
→ 13%	nt	nt	nt	nt	-6%	nt	i	1.3	5.3%	nt
COC(=O)c1cc2ccccc2c(=O)s1
→ 3%	-1.5%	-3%	-13	-3	-2%	-1%	i	0.7	-0.2%	1.1
Cc1ccc(NC2=NCC(=O)N2C2CCCC2)cc1C
→ 9%	-4.3%	-10%	7	0	0%	-15%	i	0.8	0.2%	1.1
NC(=S)N/N=C1\CC(n2nnnc2-c2ccccc2Cl)C2COC1O2 (stereo unspecified)
→ 0%	-2.7%	7%	1	21	0%	-3%	i	0.2	1.8%	2.1
COP(=O)(OC)c1nc(-c2cccc3ccccc23)oc1N1CCCCC1
→ 8%	-2.8%	-10%	28	15	8%	-7%	i	0.3	-0.9%	1
CS(=O)(=O)NCc1ccc(C(=O)NC2CCCCC2)cc1
→ 18%	-3.3%	9%	-6	-28	0%	6%	i	1.1	1.6%	1.1
O=C(CSCc1ccccc1)Nc1ccc2c(c1)C(=O)NC2=O
→ 3%	-18%	3%	-2	-1	-1%	6%	i	0.2	-1.1%	1.1
Cc1ccc2c(CC(=O)OCn3nnc4ccccc4c3=O)coc2c1
→ 2%	3.7%	7%	13	16	-2%	7%	i	1.6	1.4%	1.1
Cc1ccc(CCNC(=O)C2CCN(S(=O)(=O)c3cccc4nsnc34)CC2)cc1
→ 1%	-4.6%	-4%	10	-1	5%	-3%	i	2.0	1.9%	1.1
CCOC(=O)/C=c1\s/c(=C\c2ccc(-c3ccccc3)cc2)c(=O)n1CC(=O)NCc1ccc2c(c1)OCO2
→ -39%	-8.0%	-6%	9	8	-31%	0%	i	1.3	3.2%	1
Cc1cc(NC(=O)c2cnn3cccnc23)nn1CC(=O)Nc1cccnc1
→ 0%	4.2%	12%	-9	2	4%	8%	i	5.7	1.0%	1.1
COc1ccc2cc(CN(Cc3ccco3)Cc3nnnn3C3CCCCC3)c(=O)[nH]c2c1
→ -14%	-5.3%	3%	36	18	4%	7%	i	2.8	6.4%	1
O=S(=O)(Nc1ccc(F)cc1Cl)c1ccc(-c2cnc(C3CC3)o2)cc1
→ 0%	nt	nt	nt	nt	2%	nt	?	nt	15%	nt
CC(C)(C)SC(C(=O)N1CCOCC1)c1ccc(Br)cc1 (stereo unspecified)
→ 1%	nt	nt	nt	nt	2%	nt	i	0.3	1.6%	nt
Cc1ccc(S(=O)(=O)c2cccc(S(=O)(=O)N3CCCC3)c2)cc1S(=O)(=O)N1CCCC1
→ -2%	-8.2%	8%	6	9	-5%	5%	i	3.8	2.1%	1
CC1(C)CC(=O)C2=C(C1)NC1=C(C(=O)c3ccccc31)C2c1ccccc1 (stereo unspecified)
→ 8%	8.3%	20%	11	25	-3%	14%	i	0.4	22%	1
COc1ccc(-c2csc(-n3ncc(-c4ccccn4)c3N)n2)cc1
→ 5%	-8.4%	-8%	11	-4	3%	1%	i	0.6	1.8%	1
CCOc1ccc(NC(=O)NCCN2CCN(c3cccc(C)c3C)CC2)cc1
→ 6%	nt	nt	nt	nt	-9%	nt	i	0.1	?	nt
CC(=O)c1ccc(N2CCN(C(=O)C3CCN(S(=O)(=O)c4cccs4)CC3)CC2)cc1
→ 5%	nt	nt	nt	nt	0%	nt	i	1.3	0.7%	nt
O=C(CNS(=O)(=O)c1c(Cl)cccc1Cl)N1CCCCCC1
→ 7%	nt	nt	nt	nt	1%	nt	i	1.2	0.3%	nt
C/C(=N/NC(=O)c1sc(=S)n(C)c1C)c1ccccc1
→ -4%	2.7%	-4%	6	7	28%	-5%	i	0.0	2.6%	1
CCOC(=O)c1c(C)n(CCOc2ccccc2)c2ccc(O)cc12
→ 17%	nt	nt	nt	nt	-3%	nt	i	0.4	1.5%	nt
Cc1ccccc1N1C(=O)C(Oc2ccc(Cl)cc2)C1CNCC1CCCO1 (stereo unspecified)
→ 0%	-2.8%	-10%	25	5	2%	-4%	i	0.4	0.7%	1.2
O=C1NC2(CCCCCC2)C(=O)N1Cc1ccc(Cl)cc1Cl
→ 2%	nt	nt	nt	nt	-2%	nt	?	nt	-0.4%	nt

Reformatted as comma-separated lines: entries from further up
SMILES,PhoP inhibition,XIAP antagonists,PMI inhibitors,WT yeast gro inh,WT yeast gro inh mutant strain,Siah-1 displacement,human PMI inhibitors,Myeloid diff MLP,Myeloid diff MLP GFP+ MAC1+ %,RSV CPE inhibition,TNAP activation fold
CCOc1ccc(NC(=O)NCCN2CCN(c3cccc(C)c3C)CC2)cc1,6%,nt,nt,nt,nt,-9%,nt,i,0.1,?,nt
Cc1ccc(S(=O)(=O)c2cccc(S(=O)(=O)N3CCCC3)c2)cc1S(=O)(=O)N1CCCC1,-2%,-8.2%,8%,6,9,-5%,5%,i,3.8,2.1%,1

The results go on.
Every second line gives: PhoP inhibition	XIAP antagonists	PMI inhibitors	WT yeast gro inh	WT yeast gro inh mutant strain	Siah-1 displacement	human PMI inhibitors	Myeloid diff MLP	Myeloid diff MLP GFP+ MAC1+ %	RSV CPE inhibition	TNAP activation fold
CCC(CC)C(=O)Nc1cccc(S(=O)(=O)c2cccc(NC(=O)C(CC)CC)c2)c1
→ -9%	-7.2%	10%	6	23	-2%	3%	i	0.3	-0.1%	1.1
CCN1CCN(Cc2c(O)ccc3c(=O)c(-c4ccccc4OC)coc23)CC1
→ 1%	-0.7%	6%	7	2	10%	4%	i	5.9	-0.8%	1.1
COc1ccc(/C=N/NC(=O)C(=O)N2CCCC2)cc1
→ 11%	9.9%	9%	-13	-8	1%	16%	i	0.3	0.3%	1.1
O=C(NCC1CCCO1)c1ccccc1NS(=O)(=O)c1cccs1 (stereo unspecified)
→ 2%	nt	nt	nt	nt	5%	nt	i	1.9	0.8%	nt
Cc1cc(OCC(=O)c2ccc(Br)cc2)ccc1N1C(=O)CCC1=O
→ -3%	-9.4%	5%	9	-8	-2%	1%	i	0.8	0.1%	1.1
O=C(O)CCCCNCc1ccccc1
→ -9%	-8.3%	-13%	-4	13	-4%	-8%	i	8.1	2.1%	0.9
C(=N\Nc1ccc2nncn2n1)/c1ccco1
→ -4%	nt	nt	nt	nt	-4%	nt	i	0.5	1.7%	nt
O=C(Nc1ccccc1)c1cc(-c2ccccc2Cl)no1
→ 10%	-1.7%	12%	-4	-2	-2%	8%	i	0.0	1.1%	1.1
COC(=O)C1(O)CC(C(C)C)=NN1C(=O)c1ccccc1 (stereo unspecified)
→ 2%	-4.1%	12%	12	-10	5%	5%	i	0.1	0.5%	1.1

Screening data from PubChem.
